High-throughput results as filed in PubChem BioAssay.
TRPC4 inh: inhibitors of mouse TRPC4 channel, primary screen, Fluo4 calcium, HEK293 TRPC4beta/mu-opioid cells; Short transient receptor potential channel 4 (Mus musculus), Q9QUQ5; DAMGO-evoked Fluo4 calcium flux; hits give low values; B-score at 10 µM; 300,000 tested, 0.39% active;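 active means B-score over 3 SD under the library average, no early fluorescence shift, positive overall ratio signal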
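Signal: kinetic Fluo4 fluorescence imaging of calcium influx. Material: stable TRPC4beta/mu-opioid receptor HEK293 cells. Probe or stimulus: DAMGO in two steps, submaximal then maximal.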
KCNQ1 act: potentiators or activators of KCNQ1 channel, primary screen, cell-based, thallium flux, high-throughput; Potassium voltage-gated channel subfamily KQT member 1 (Homo sapiens), P51787; CHO-K1 KCNQ1, thallium flux FluxOR fluorescence; hits give high values; B-score at 10 µM; 310,000 tested, 0.35% active;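 active means fluorescence ratio B-score, a plate-corrected score, at least three library SD, with initial intensity B-score within 5 SD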
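Schedule – 37 °C overnight plating, 90-min dark dye load, 20-min compound pretreatment · System – stable KCNQ1 CHO-K1 line · Probe or stimulus – thallium- and potassium-containing depolarizing buffer · Measured by – kinetic FluxOR fluorescence, 10 s baseline plus 110 s post-stimulus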
KCNQ1 inh: inhibitors of human KCNQ1 channel, primary screen, cell-based, thallium flux, high-throughput. Potassium voltage-gated channel subfamily KQT member 1 (Homo sapiens), P51787. CHO-K1 KCNQ1, FluxOR thallium flux fluorescence; hits give high values. B-score at 10 µM. 310,000 tested, 1.3% active. AID 2642, 2010;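 active means compounds whose thallium flux B-score, printed positive for inhibition, exceeds three library SD while starting fluorescence stays within three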;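 further: channel opened by potassium depolarization with thallium stimulus after 20 min compound exposure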
KCNK9 inh: KCNK9 potassium channel inhibitors, primary screen, HEK293 cells, thallium flux. Potassium channel subfamily K member 9 (Homo sapiens), Q9NPC2. FluxOR thallium flux fluorescence; hits give low values. B-score at 10 µM. 310,000 tested, 1.2% active. AID 488922, 2010;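 active means ratio B-score over 3 SD below the library mean, with starting fluorescence within 5 SD of its mean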;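 further: negative B-score means less thallium flux so channel inhibition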
TRPC4 act: activators of mouse TRPC4 channel, primary screen, Fluo4 calcium, HEK293 TRPC4beta/mu-opioid cells; Short transient receptor potential channel 4 (Mus musculus), Q9QUQ5; Fluo4 calcium fluorescence; hits give high values; B-score at 10 µM; 310,000 tested, 0.49% active;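 active means B-score above 5 SD of library B-scores, and initial fluorescence ratio not above library mean plus 5 SD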;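 further: positive B-score marks a calcium rise read as TRPC4 activation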
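Assay system: HEK293 cells stably co-expressing mouse TRPC4beta and mu-opioid receptor / Timing: Fluo4 dye loading 45 min at room temperature, 110 s recording / Signal: Fluo4 calcium-sensitive dye fluorescence, kinetic, 1 Hz baseline / Read-out: integrated baseline-normalised fluorescence ratio, converted to per-well B score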
PolyA inhibitor: polyadenylation inhibitors in yeast reporter cells, primary screen, luminescence, S. cerevisiae; S. cerevisiae SKY197-pL101 polyadenylation reporter, beta-gal luminescence; efflux-impaired pdr1/pdr3 knockout yeast; score 100 = 6 SD above DMSO; calls only at 12 µM; 300,000 tested, 0.02% active; AID 1875, 2009;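 active means lowest replicate activity score at least 50, where 100 means six control SD above control mean; inconclusive means lowest score under 50 but half or more replicates reach 50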;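 further: yeast exposed to compound for 9 h at 30 °C; higher score means more reporter readthrough which indicates perturbed polyadenylation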
Dyrk1A ADPGlo: rat Dyrk1A kinase inhibitors, primary screen, biochemical, single point, plate reader. ADP-Glo luminescence, NFATc1 peptide. 310,000 tested, 0.43% active. inhibition, % at 12.5 µM. Dual specificity tyrosine-phosphorylation-regulated kinase 1A (Rattus norvegicus), Q63470; in the data active means inhibition above about 50%;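 further: plate controls were vehicle with enzyme for no effect and no enzyme for full effect; many of its hits are not listed in these tables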
KCNK3 inh: human KCNK3 channel inhibitors, primary screen, CHO cells, FluxOR thallium flux, B-score; Potassium channel subfamily K member 3 (Homo sapiens), O14649; AID 602410, 2012; B-score at 10 µM; 340,000 tested, 0.84% active; FluxOR fluorescence; hits give low values;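 active means B-score under library mean minus 4 SD, starting fluorescence ratio at most library mean plus 5 SD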;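 further: more negative B-score means stronger inhibition of thallium flux through KCNK3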
TRPC4 PAM: positive allosteric modulators of TRPC4, primary screen, cell-based, mouse TRPC4beta, HEK293 mu-opioid, Fluo-4 calcium; 310,000 tested, 0.42% active; B-score at 10 µM; DAMGO EC20, Fluo-4 Ca2+ flux; hits give high values; Short transient receptor potential channel 4 (Mus musculus), Q9QUQ5;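 active means B-score of calcium response area above 5 SD of library B-scores, with initial fluorescence ratio within 5 SD of library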;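 further: B-score of integrated fluorescence ratio over time as area under calcium response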
hERG protect: hERG rescue from dofetilide block, primary screen, cell-based, CHO-hERG, FluxOR thallium flux, dofetilide IC70. Voltage-gated inwardly rectifying potassium channel KCNH2 (Homo sapiens), Q12809. dofetilide IC70 present. activation (rescue from dofetilide block), less the hit threshold, % at 10 µM. 310,000 tested, 0.51% active. AID 1511, 2009;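 active means activation above the mean of controls blocked by dofetilide plus 5 SD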;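 further: thallium influx through hERG after potassium depolarization seen as dye fluorescence rise; in these data hits start at about 4.7%; inactives centre near -7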
Target sequence (Q12809 whole entry, looked up): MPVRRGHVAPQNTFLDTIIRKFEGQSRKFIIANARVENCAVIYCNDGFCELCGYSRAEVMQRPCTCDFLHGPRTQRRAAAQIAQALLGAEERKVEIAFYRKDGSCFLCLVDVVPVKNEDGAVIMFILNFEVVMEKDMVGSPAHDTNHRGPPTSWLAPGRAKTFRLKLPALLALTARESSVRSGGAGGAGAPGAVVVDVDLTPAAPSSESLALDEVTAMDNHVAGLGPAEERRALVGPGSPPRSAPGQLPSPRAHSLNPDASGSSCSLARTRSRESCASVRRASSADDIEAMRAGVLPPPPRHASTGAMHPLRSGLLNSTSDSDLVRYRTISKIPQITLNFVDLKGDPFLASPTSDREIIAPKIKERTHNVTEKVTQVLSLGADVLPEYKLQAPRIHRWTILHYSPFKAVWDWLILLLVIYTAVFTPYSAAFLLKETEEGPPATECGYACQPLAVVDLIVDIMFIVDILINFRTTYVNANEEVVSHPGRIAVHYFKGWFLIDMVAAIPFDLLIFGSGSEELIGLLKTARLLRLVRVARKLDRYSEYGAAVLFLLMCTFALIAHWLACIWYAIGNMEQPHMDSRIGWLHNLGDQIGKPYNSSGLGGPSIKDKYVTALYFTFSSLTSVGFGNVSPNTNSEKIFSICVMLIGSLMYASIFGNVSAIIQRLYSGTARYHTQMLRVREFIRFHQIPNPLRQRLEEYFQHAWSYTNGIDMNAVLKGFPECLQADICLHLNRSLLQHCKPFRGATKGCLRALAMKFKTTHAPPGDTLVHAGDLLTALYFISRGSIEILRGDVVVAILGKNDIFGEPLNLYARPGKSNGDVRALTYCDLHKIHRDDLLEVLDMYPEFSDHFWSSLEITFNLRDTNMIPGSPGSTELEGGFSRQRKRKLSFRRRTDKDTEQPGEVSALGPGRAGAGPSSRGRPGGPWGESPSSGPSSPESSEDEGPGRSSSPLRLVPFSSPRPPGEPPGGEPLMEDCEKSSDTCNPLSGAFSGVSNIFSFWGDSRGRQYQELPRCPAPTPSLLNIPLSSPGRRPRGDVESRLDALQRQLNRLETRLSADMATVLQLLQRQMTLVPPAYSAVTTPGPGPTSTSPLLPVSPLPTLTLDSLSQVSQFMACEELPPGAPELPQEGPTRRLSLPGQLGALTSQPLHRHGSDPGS
Platelet DG rel: inhibitors of platelet dense granule secretion, primary screen, cell-based, MLPCN, human platelets. human platelet-rich plasma, SFLLRN dense granule ATP release, luminescence. inhibition, %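 (compounds screened at 7.5 µM in platelet-rich plasma)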. 300,000 tested, 0.22% active. AID 1663, 2009;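 active means mean replicate score, as percent of positive control, at or above 50; inconclusive means mean below 50 but at least one replicate at or above 50; inactive means mean and every replicate below 50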
Numbers without * were called inactive; i = inactive; ? = inconclusive; nt = no result given. This is a subset, so the mix of outcomes need not match the whole.

Order of results: TRPC4 inh | KCNQ1 act | KCNQ1 inh | KCNK9 inh | TRPC4 act | PolyA inhibitor | Dyrk1A ADPGlo | KCNK3 inh | TRPC4 PAM | hERG protect | Platelet DG rel
CCOC(=O)n1c(=O)oc2cc(S(=O)(=O)N3CCOCC3)ccc21
    i | i | i | i | i | i | 2 | i | i | -9 | 3
O=C1CC2(CCOCC2)Oc2ccc3ccccc3c21
    i | i | i | i | i | i | 16 | i | i | -3 | 3
Cn1c(CCNC(=O)c2cccs2)n[nH]c1=S
    i | i | i | i | i | i | -1 | i | i | -9 | -34
CC(C)NC(=O)COc1cccc2ccccc12
    i | i | i | i | i | i | -3 | i | i | -13 | 2
CCN(CC)C(=O)C12CC3CC(CC(Cl)(C3)C1)C2
    i | i | i | i | i | i | -5 | i | i | -8 | -3
C=CCSc1nc2c(c(=O)[nH]c(=O)n2C)n1C/C=C(/C)Cl
    -7* | i | i | i | i | i | 3 | i | i | -8 | 0
O=C(CCC(=O)OCc1ccc([N+](=O)[O-])cc1)Nc1ccccc1Cl
    i | i | i | i | i | i | -2 | i | i | -1 | 3
O=C1CC(c2ccccc2Oc2cccc(Cl)c2)C(n2cncn2)C(=O)C1C1NCCc2ccccc21 (centres undefined)
    i | i | i | i | i | i | -7 | i | i | -10 | 29
O=C(/C=C/c1cccc(F)c1)NCCCn1ccnc1
    i | i | i | i | i | i | 0 | i | i | -5 | 9
O=C1NC(c2cccc(Br)c2)=N/C1=C\c1ccco1
    i | i | i | i | i | i | 2 | i | i | -6 | 1
CCN1CCN(C(=O)c2ccccc2NC(=O)c2ccc(Cl)cc2)CC1
    i | i | i | i | i | i | -1 | i | i | -3 | 2
Cc1[nH]c2ccc(C(=O)NCCCN3CCCC3)cc2c1C
    i | i | i | i | i | i | 0 | i | i | -7 | 1
O=C(NCc1ccco1)c1ccc(COc2ccccc2Cl)cc1
    i | i | i | i | i | i | 0 | i | i | -7 | 7
Cc1cc(C)cc(OCC(=O)N(Cc2ccc(N(C)C)cc2)C2CCS(=O)(=O)C2)c1 (centres undefined)
    i | i | i | i | i | i | -1 | i | i | -5 | 19
CCNc1nnc(-c2ccccc2OC)s1
    i | i | i | i | i | i | nt | nt | i | 0 | 1
CN(CC(=O)Nc1ccccc1Br)C(=O)c1cccnc1Nc1cccc(C(F)(F)F)c1
    i | i | i | i | i | i | -7 | -12* | i | -11 | -8
NC(=S)n1[nH]c(-c2ccc([N+](=O)[O-])cc2)c(N=Nc2cccc(Cl)c2)c1=O
    i | 8* | i | i | i | i | 3 | i | i | -10 | 6
CC(CCc1ccccc1)NC(=O)CN1CCN(c2ccccc2)CC1 (centres undefined)
    i | i | i | i | i | i | -5 | i | i | -15 | -12
CCN(C(C)=O)c1ccc(Oc2nc(OC)cc(OC)n2)cc1
    i | i | i | i | i | i | 0 | i | i | -10 | -3
COc1ccc2c(c1)oc(=O)c1c3ccccc3[nH]c21
    i | i | i | i | i | i | -1 | i | i | -4 | 10
CCC1(C)Cc2nc3[nH]c(=S)n(-c4ccccc4C)c(=O)c3cc2CO1 (centres undefined)
    i | i | i | i | i | i | -5 | i | i | -11 | -6
COc1cccc(Nc2nc(-c3cccc(N4C(=O)c5ccccc5C4=O)c3)cs2)c1
    i | i | i | i | i | i | 2 | i | i | -7 | 14
CCN(CC)C(=O)Cn1cc(C(=O)C(=O)NCC2COc3ccccc3O2)c2ccccc21 (centres undefined)
    i | i | i | i | i | nt | nt | i | i | -6 | nt
CCOC(=O)C1CCCN(C(=O)c2cccc(NC(=O)C(CC)CC)c2)C1 (centres undefined)
    i | i | i | i | i | i | 10 | i | i | -14 | -7
COc1cc(OC)c(NC(=O)CNC(=O)Cn2ccc3ccccc3c2=O)cc1Cl
    i | i | i | i | i | nt | -7 | i | i | -4 | 0
NC(=S)NN=C(c1ccccc1)c1ccccc1
    i | i | i | i | i | i | -1 | i | i | -7 | 0
CN1C(=O)NC(c2ccccc2)C2=C1CN(CCc1ccccc1)C2=O (centres undefined)
    i | i | i | i | i | i | -4 | i | i | -19 | 1
COc1ccc2nc(C)c(C(=O)NN)cc2c1
    i | i | i | i | i | i | 4 | i | i | -6 | -18
COc1ccc(C(=O)Oc2cccc(Nc3ncnc4ccccc34)c2)cc1OC
    i | i | i | i | i | i | 4 | i | i | -8 | -14
Nc1ccc(C(=O)c2cccs2)cc1[N+](=O)[O-]
    i | i | i | i | i | i | 3 | i | i | -6 | 0
COC(=O)c1ccc(C)c(NS(=O)(=O)c2ccc(OC)c(OC)c2)c1
    i | i | i | i | i | i | -9 | i | i | -11 | 2
O=C(CSc1ccc(-c2ccncc2)nn1)c1ccc(Cl)cc1
    i | i | i | i | i | i | 8 | i | i | -13 | -1
CCOc1ccc(S(=O)(=O)NCCC(=O)NCC2(N3CCCCC3)CCCCC2)cc1
    i | i | i | i | i | i | -5 | i | i | -14 | -9
O=C(Nc1cc(Cl)ccc1N1CCOCC1)c1ccc(N2CCCC2=O)cc1
    i | i | i | i | i | i | 9 | i | i | -15 | -2
O=C(NCc1cccs1)C(=O)c1cn(CC(=O)N2CCCC2)c2ccccc12
    i | i | i | i | i | nt | 0 | i | i | -8 | nt
CN1CCc2c(sc3nc(SCC(=O)N4CCCCC4)n(-c4ccccc4)c(=O)c23)C1
    i | i | i | i | i | i | 3 | i | i | -8 | ?
COc1cc(/C=C(\C#N)c2nc3ccccc3[nH]2)ccc1OC(=O)c1ccco1
    i | i | i | i | i | i | -2 | i | i | -10 | 32
O=C(Nc1cccc(Cl)c1)c1cccc(Oc2ccc([N+](=O)[O-])cc2Cl)c1
    i | i | i | i | i | i | -3 | i | i | -14 | 3
COCc1nc2oc3ccc(C)cc3c(=O)c2cc1C(=O)OC
    i | i | i | i | i | i | 1 | i | i | -3 | 15
CCn1cnc2c1c(=O)n(Cc1nnc3n1-c1ccccc1SC3)c(=O)n2Cc1ccccc1
    i | i | i | i | i | i | -4 | i | i | -5 | 3
Nc1nnc(CSCc2ccccc2Cl)s1
    i | i | i | i | i | i | nt | i | i | -12 | -6
O=C(O)CC(NC(=O)COc1ccc(Cl)cc1Cl)C(=O)O (centres undefined)
    i | i | i | i | i | i | -1 | i | i | -5 | nt
Cc1ccc(NS(=O)(=O)c2ccc(Br)s2)nc1
    i | i | i | i | i | i | -2 | i | i | 2 | 0
CC(=O)Nc1ccccc1-c1nc2ccccc2nc1OCC(=O)c1ccc2ccccc2c1
    i | i | i | i | i | i | 1 | i | i | -6 | -5
COc1cccc(NC(=O)C(c2ccccc2)N2CCCCC2)c1 (centres undefined)
    i | i | i | i | i | i | -2 | i | i | -10 | -2
COc1ccc(C2CC2/C(=N/O)c2ccccc2)cc1 (centres undefined)
    -8* | i | i | i | i | i | 11 | i | i | -9 | 1
Cc1ccc(NC(=O)Cn2c(C)cc(C)c(C#N)c2=O)c(Cl)c1
    i | i | i | i | i | i | 3 | i | i | -10 | -8
Clc1ccc(N2CCN(c3ccnc(Cl)n3)CC2)cc1
    i | i | i | i | i | i | 3 | i | i | -11 | 5
COc1ccc(CCNC(=O)CSC2=NS(=O)(=O)c3ccccc3N2)cc1OC
    i | i | i | i | i | i | 8 | i | i | -12 | -13
O=C(Nc1ccc(Cl)c(Cl)c1)c1ccc(Cl)c(Cl)c1
    i | i | 7* | i | i | i | -3 | i | i | -7 | -3
CCOc1ccc(S(=O)(=O)NC2CCCCC2C)cc1 (centres undefined)
    i | i | i | i | i | i | -1 | i | i | -15 | -1
CCOc1ccc(CCNC(=O)CCS(=O)(=O)c2ccc(C)cc2)cc1OCC
    i | i | i | i | i | i | -4 | i | i | -5 | 0
CN(C)c1cc(N/N=C/c2ccccc2C(F)(F)F)nc(N(C)C)n1
    i | i | i | i | i | i | -2 | i | i | -13 | -1
CCOC(=O)c1nnn(-c2nonc2N)c1CSc1ccccc1
    i | i | i | i | i | i | 11 | i | i | -10 | -10
CCOc1cc(/C=N/NC(=O)c2cccnc2)ccc1OCc1ccc(C(=O)OC)o1
    i | i | i | i | i | i | 4 | i | i | -10 | 0
N#CC1=C2SCC(O)(c3ccccc3)N2C(=O)CC1c1ccccc1 (centres undefined)
    i | i | i | i | i | i | 3 | i | i | -2 | -42
COc1ccc(CN(C)S(=O)(=O)c2nnc(NC(=O)c3ccc(C)cc3)s2)cc1OC
    i | i | i | i | i | i | nt | i | i | -5 | -1
Nc1nnc(SCC(=O)OCc2ccc(F)cc2)s1
    i | i | i | i | i | i | -3 | i | i | 2 | -3
CC(NC(=O)C(=O)NCCCn1ccnc1)c1ccccc1 (centres undefined)
    i | i | i | i | i | nt | -9 | i | i | -9 | -7
O=C(O)C1CCN(S(=O)(=O)c2ccc(N3CCCC3C(=O)O)c([N+](=O)[O-])c2)CC1 (centres undefined)
    i | i | i | i | i | i | nt | i | i | 0 | -3
